Screening data from PubChem.
PHOSPHO1 inh: PubChem AID 1565 | Phosphoethanolamine/phosphocholine phosphatase (Homo sapiens), Q8TCT1 | recombinant PHOSPHO1, absorbance phosphatase assay | inhibition, % at 13.3 µM | 1.1% of 290,000 active; in the data active = inhibition above about 60%
IDE act: human IDE activators in live cells, primary screen, fluorescence polarization, HEK cells, FAbeta-B substrate | Insulin-degrading enzyme (Homo sapiens), P14735 | FAbeta-B cleavage; 0% vehicle, 100% cell-free pure enzyme wells | activation, % at 5.96 µM | 0.073% of 340,000 active | AID 493087, 2011;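 active = activation above the mean of all tested compounds plus 3 SD, set per screening campaign, cut at about 17% in these data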
Target sequence (P14735 whole entry, looked up): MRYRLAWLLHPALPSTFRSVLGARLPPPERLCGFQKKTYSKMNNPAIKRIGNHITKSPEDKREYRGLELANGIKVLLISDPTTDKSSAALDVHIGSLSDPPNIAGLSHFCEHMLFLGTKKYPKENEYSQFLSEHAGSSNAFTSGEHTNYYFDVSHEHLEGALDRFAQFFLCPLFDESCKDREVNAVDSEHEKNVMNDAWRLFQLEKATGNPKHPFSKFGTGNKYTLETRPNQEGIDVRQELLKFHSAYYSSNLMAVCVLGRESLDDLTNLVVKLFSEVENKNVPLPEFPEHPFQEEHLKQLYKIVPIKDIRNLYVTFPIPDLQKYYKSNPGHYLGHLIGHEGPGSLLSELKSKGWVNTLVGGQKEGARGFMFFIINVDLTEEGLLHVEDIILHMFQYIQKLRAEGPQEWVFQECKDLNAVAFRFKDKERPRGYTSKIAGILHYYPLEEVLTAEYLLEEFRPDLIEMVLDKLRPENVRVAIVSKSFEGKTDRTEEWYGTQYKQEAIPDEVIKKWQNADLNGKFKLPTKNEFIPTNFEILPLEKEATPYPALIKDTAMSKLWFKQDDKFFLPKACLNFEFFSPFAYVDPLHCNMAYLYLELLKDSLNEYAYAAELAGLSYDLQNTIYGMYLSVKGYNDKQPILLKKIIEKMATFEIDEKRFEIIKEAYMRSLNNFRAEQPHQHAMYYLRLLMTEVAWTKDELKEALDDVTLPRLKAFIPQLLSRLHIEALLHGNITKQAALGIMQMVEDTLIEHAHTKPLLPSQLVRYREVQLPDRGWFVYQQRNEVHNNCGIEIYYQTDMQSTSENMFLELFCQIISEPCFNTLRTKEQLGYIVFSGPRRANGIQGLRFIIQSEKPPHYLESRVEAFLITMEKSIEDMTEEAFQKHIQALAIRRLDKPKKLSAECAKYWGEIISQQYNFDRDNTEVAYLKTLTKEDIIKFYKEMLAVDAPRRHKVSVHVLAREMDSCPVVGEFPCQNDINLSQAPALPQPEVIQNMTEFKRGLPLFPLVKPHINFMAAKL
IDE cell inh: human IDE inhibitors in live cells, primary screen, fluorescence polarization, HEK cells, FAbetaB substrate; FAbetaB cleavage; inhibition, % at 5.59 µM; 0.41% of 320,000 active; Insulin-degrading enzyme (Homo sapiens), P14735;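 active = percent inhibition above the average of all tested compounds plus 3 SD, set per screening campaign, cut at about 16% in these data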;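 also: IDE supplied by intact live HEK cells; FP after avidin binding of uncleaved biotin substrate so inhibition keeps polarization high; 0% = DMSO wells and 100% = 60 µM reference IDE inhibitor Ii1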
NALP1 yeast inh: NALP1 inflammasome inhibitors in reconstituted yeast, colorimetric, S. cerevisiae, triplicate retest. S. cerevisiae NALP1/ASC/caspase-1 growth, X-gal OD620, 72 h. inhibition, % at 10 µM. 0.61% of 280,000 active. AID 2071, 2009; in the data active = inhibition mostly above about 24%, no sharp cut-off; inactive = mostly below about 32%; also: some compounds called inactive have numbers as strong as hits
IMP-1 inh: IMP-1 metallo-beta-lactamase inhibitors, primary screen, biochemical, epi-absorbance readout, Pseudomonas aeruginosa enzyme; metallo-beta-lactamase IMP-1 (Pseudomonas aeruginosa); purified IMP-1, nitrocefin hydrolysis, epi-absorbance fluorescence; inhibition, % at 5.6 µM; 0.45% of 290,000 active; AID 1556, 2009;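 active = inhibition above the mean plus 3 SD of all compounds in the same screening run, cut at about 4.5% in these data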;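 also: 0% = IMP-1 with DMSO and 100% = DMSO wells lacking enzyme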
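Assay system: purified IMP-1; Quantity: IMP-1 0.2 nM before substrate addition; Medium: HEPES buffer pH 7.1 with ZnSO4 and Brij 35; Incubation: 15 min enzyme–compound preincubation, then 25 min nitrocefin reaction, 25 °C; Signal: fluorescence quenching readout, ex 480/em 530 nm; Controls: DMSO with and without IMP-1; Repeats: singlicate testing.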
VIM-2 inh: VIM-2 metallo-beta-lactamase inhibitors, primary screen, biochemical, epi-absorbance readout, Pseudomonas aeruginosa enzyme; purified VIM-2, nitrocefin hydrolysis, epi-absorbance fluorescence; inhibition, % at 5.6 µM; 0.89% of 290,000 active;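 active = inhibition above the mean of all tested compounds plus 3 SD, cutoff set per screening run, cut at about 7.5% in these data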;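 also: red hydrolysis product quenches plate fluorescence so inhibitors raise well fluorescence; 0% = enzyme with DMSO and 100% = DMSO without enzyme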
p-CIP stab down: p/CIP-EGFP fusion destabilizers, primary screen, fluorescence, F442A cells; Q05BA5; 16 h; decrease of EGFP signal, % at 10 µM; 0.01% of 290,000 active; AID 1984, 2009;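 active = EGFP signal decrease of at least 30% at 10 µM or well 3 SD below plate mean, unless failing retest; inactive = the rest, including hits failing retest or dose response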; also: some compounds called inactive have numbers as strong as hits; many of its hits are not listed in these tables
GPR7 antagonist: GPR7 receptor antagonists, primary screen, cell-based, fluorescence, single concentration | Neuropeptides B/W receptor type 1 (Homo sapiens), P48145 | GPR7-expressing cells, fluorescence antagonist assay | inhibition, % at 4.4 µM | 1.1% of 290,000 active | AID 1861, 2009; in the data active = inhibition above about 16%, passing the limit was not always enough;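 also: cells stimulated with the agonist NPW; 0% = agonist with vehicle and 100% = vehicle without agonist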
M18AAP inhibitor: PfM18AAP inhibitors, malaria aminopeptidase, primary screen, biochemical, QFRET, recombinant enzyme; M18 aspartyl aminopeptidase (Plasmodium falciparum 3D7); H-Glu-NHMec fluorogenic cleavage; inhibition, % at 7.35 µM; 1.2% of 290,000 active; AID 1822, 2009;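 active = inhibition above the campaign mean inhibition over all tested compounds plus 3 SD, cut at about 28% in these data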;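 also: 0% = plate median of test compound wells and 100% = 2 mM ZnCl2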
Starred values were filed as active, the others as inactive; . = no result given.

no.	SMILES	PHOSPHO1 inh	IDE act	IDE cell inh	NALP1 yeast inh	IMP-1 inh	VIM-2 inh	p-CIP stab down	GPR7 antagonist	M18AAP inhibitor
1	CC(C)CNC(=O)c1ccccc1NC(=O)/C=C/c1cccc([N+](=O)[O-])c1	-47	0	3	26	-1.9	-3.8	-25	-2	-2
2	NC(=O)C1CCN(C(=O)C2c3ccccc3C(=O)N3CCc4ccccc4C23)CC1 (centres undefined)	6	-1	0	-5	-0.4	-0.9	-10	1	9
3	CC(C)(C)c1nnc(NC(=O)c2ccc(Cl)nc2)s1	54	-2	3	-18	-3.9	-4.0	-12	-22	1
4	COC(CNC(=O)[C@H](Cc1ccccc1)N1Cc2ccccc2C1=O)OC	24	1	1	14	-0.3	-0.1	-4	-8	-5
5	O=C(/C=C/c1ccco1)N1CCN(c2ncccn2)CC1	-6	2	5	32	-3.2	-3.6	-10	0	-3
6	CN(C)c1cc(Cl)c2nonc2c1N	35	1	3	19	-1.9	-2.0	-12	-8	10
7	COc1cccc(C(=O)NCC(=O)N/N=C/c2cn[nH]c2-c2ccccc2)c1	32	-1	0	6	-2.1	-1.7	2	-5	-3
8	COc1cc(Cn2c(=O)oc3ccc(C)cc32)ccc1OC(C)C	-17	-3	5	2	-1.1	-1.6	2	-3	1
9	CCC1CN(C(=O)N2CCC(C(=O)NCc3ccc(OC)cc3OC)CC2)c2ccccc2O1 (centres undefined)	33	-5	0	11	0.0	-3.6	-1	13	-1
10	O=C(OCc1ccccc1F)c1ccc2c(c1)-c1ccccc1C2=O	-7	4	5	3	-1.5	0.9	0	3	-2
11	O=C(CCn1c(=O)oc2ccc(Cl)cc21)N1CCN(Cc2ccccc2)CC1	50	1	-2	7	-2.6	-1.4	-6	1	6
12	Nc1ccc(-c2ccc(N)c([N+](=O)[O-])c2)cc1[N+](=O)[O-]	-115	-3	-4	9	-1.8	-1.5	-9	-8	-7
13	Cc1ccn2c(Nc3ccc4c(c3)OCO4)c(-c3ccc(O)cc3)nc2c1	24	6	-2	27	-4.8	-2.2	-6	-12	31*
14	CCOC(=O)C1CCCN(S(=O)(=O)c2cc(Br)cc3c2N(C(=O)CC)CC3)C1 (centres undefined)	32	3	0	21	-1.7	0.3	4	-14	0
15	COCCCNC(=O)CCSc1ccc(C)cc1	-10	5	-1	14	-3.4	-2.7	-8	0	-12
16	O=C(Nc1ccc2nccnc2c1)c1cnccn1	4	3	-4	-7	-4.7	-3.5	1	5	3
17	Cc1ccc(C(NC(=O)C2CCCCC2)c2c(O)ccc3ccccc23)cc1 (centres undefined)	-10	0	8	22	-2.0	-1.8	-9	-17	0
18	S=c1[nH]nc(COc2ccccc2)n1/N=C/c1cccnc1	46	-2	6	25	-5.6	-4.3	9	-13	17
19	COc1ccc(CN2CCNC(=O)C2CC(=O)NCc2cc(C)n(C)n2)c(F)c1 (centres undefined)	9	1	7	4	-4.7	-2.9	-6	4	4
20	COc1ccc(-c2nnc(SCc3c(C)noc3C)o2)cc1	11	5	-1	5	-1.6	-2.1	13	7	3

Sorted by formula weight (high to low): some entries from above.
no.	SMILES	PHOSPHO1 inh	IDE act	IDE cell inh	NALP1 yeast inh	IMP-1 inh	VIM-2 inh	p-CIP stab down	GPR7 antagonist	M18AAP inhibitor
19	COc1ccc(CN2CCNC(=O)C2CC(=O)NCc2cc(C)n(C)n2)c(F)c1 (centres undefined)	9	1	7	4	-4.7	-2.9	-6	4	4
1	CC(C)CNC(=O)c1ccccc1NC(=O)/C=C/c1cccc([N+](=O)[O-])c1	-47	0	3	26	-1.9	-3.8	-25	-2	-2
18	S=c1[nH]nc(COc2ccccc2)n1/N=C/c1cccnc1	46	-2	6	25	-5.6	-4.3	9	-13	17

(list continues)
no.	SMILES	PHOSPHO1 inh	IDE act	IDE cell inh	NALP1 yeast inh	IMP-1 inh	VIM-2 inh	p-CIP stab down	GPR7 antagonist	M18AAP inhibitor
21	C#CC1(NC(=O)NC(C)C)CCCCC1	41	-4	8	5	-3.7	-3.1	1	-5	-1
22	O=C(OCn1nnc2ccccc2c1=O)c1ccc(Br)o1	17	5	-4	11	-1.2	-0.4	-8	-5	0
23	CCc1ccc(NC(=S)Nc2cccc(OC)c2)cc1	-59	3	1	-10	-3.8	-3.2	3	1	-23
24	Cc1cccc2cc(CN(Cc3ccco3)C(=O)NC3CCCCC3)c(=O)[nH]c12	-7	6	-2	29	-5.2	-2.4	1	-8	-6
25	O=C(CN(C1CCCCC1)S(=O)(=O)c1ccc(Cl)cc1)N1CCOCC1	-2	1	4	4	1.1	-2.3	-6	4	4
26	Cc1ccc(-c2nc3cc(NC(=O)C(C)C)ccc3o2)cc1C	-2	1	9	-70	-2.6	1.5	5	2	-16
27	O=C(c1cc(COc2c(F)cccc2F)on1)N1C[C@H]2CC[C@H]1C2	43	-10	-4	21	0.4	0.3	6	-7	2
28	COC(=O)c1cccc(NC(=O)CN2CCN(c3ccc(OC)cc3)CC2)c1	11	1	1	28	-1.7	-0.3	6	10	10
29	CN(c1ccccc1)S(=O)(=O)c1cc(C(=O)c2nccn2C)ccc1Cl	-2	2	-5	3	-4.8	-1.9	-28	-1	0
30	COc1cccc(OC)c1C(=O)Nc1ccc(N2CCCC2)cc1	8	3	8	15	-3.8	-1.0	-16	1	9
31	Cc1cc(O)cc(O)c1-c1onc(C(F)(F)F)c1-c1cscn1	16	2	-1	12	-2.8	-2.0	10	7	2
32	COc1cccc(NC(=S)N(CCCN2CCOCC2)C(C)c2cc3cccc(OC)c3o2)c1 (centres undefined)	-10	6	1	7	-2.7	-1.2	-8	-1	9
33	COc1ccc(NC(=O)c2cc(-c3cccs3)on2)cc1	28	5	1	11	1.2	-0.6	-9	2	-4
34	OCc1csc(=Nc2ccccc2)n1-c1ccccc1	8	-4	11	14	-0.6	-1.1	-12	-3	2
35	COc1ccc(CCNc2ncnc3c2nnn3Cc2ccccc2)cc1OC	24	1	-4	12	-2.0	-2.5	-14	-8	-2
36	Nc1c(NCCN2CCCCC2)c2ccccc2oc1=O	10	-3	5	11	-3.5	-4.8	1	-6	2
37	COc1ccccc1C(=O)NCCC(=O)NCCOc1ccccc1	-58	-7	-3	24	-0.4	-0.5	-4	-12	-8
38	CCOC(=O)c1sc(NC(=O)CN2CCN(c3ccc(OC)cc3)CC2)nc1C	49	3	.	3	-4.3	-4.7	-12	-8	7
39	Cc1[nH]c2ccccc2c1C(O)c1ccncc1 (centres undefined)	4	-2	-2	-1	-1.2	-3.4	11	-3	-6
40	O=C(O)c1ccc(NS(=O)(=O)c2cc(Cl)ccc2Cl)cc1O	20	7	1	2	-6.2	-0.3	-1	6	-3
41	Cc1ccccc1N1C(=O)C2C3C=CC(CC3)C2C1=O (centres undefined)	14	-1	-2	13	-0.8	-0.7	-9	-13	-20
42	CCCn1c(SCC(=O)N2CCc3ccccc3C2)nc2c1c(=O)n(C)c(=O)n2C	-10	1	8	-3	-2.6	-2.2	-3	-6	-6
43	COc1ccc(C(c2nnnn2C2CCCC2)N2CCC(C(N)=O)CC2)c(OC)c1 (centres undefined)	4	1	.	18	-3.1	-1.3	-12	-2	-5
44	COc1cc(C)ccc1OCCOc1c(Cl)cc(Cl)cc1Cl	-7	2	-2	-9	-2.2	-1.3	0	-14	0
45	CCC(C)NC(=O)[C@H]1N2C(=O)c3c(ccc(OC)c3OC)C2SC1(C)C (some centres undefined)	42	-4	4	20	-4.5	-2.1	12	1	1
46	COc1ccc(NC(=O)c2ccccc2OCc2c(C)noc2C)cc1OC	-2	4	3	12	-2.2	-0.5	6	-14	6
47	CN(CC(=O)NC(=O)NCc1ccccc1)Cc1ccc(Cl)cc1	-2	4	1	35	0.7	1.2	6	18	3
48	Cc1cccc(Cc2nnc(CCC(=O)NCc3cnc4ccccn34)o2)c1	41	3	-2	17	-1.9	-1.7	0	-3	-4
49	O=C(NCCSCc1ccccc1)c1ccc(C2SCC(=O)N2Cc2ccccc2)cc1 (centres undefined)	4	0	3	4	-3.8	-2.3	-3	-12	-15
50	CC(=O)Nc1ccccc1C(=O)C(=O)Nc1cccc(F)c1	.	2	4	.	-1.3	1.9	.	13	-7
51	COCc1cc(C)nc(SCC(=O)Nc2ccc3c(c2)OCCO3)c1C#N	-7	-7	6	19	-2.2	-1.9	-8	20	-8
52	O=C(NCCN1CCOCC1)c1cc2sccc2n1Cc1ccc(Cl)cc1	-2	6	-6	35	-1.5	-0.8	-14	6	3
53	CCCSC1C(C)=C(C)C(=O)N1Cc1ccccc1 (centres undefined)	14	1	1	4	-3.3	-0.7	-2	0	-14
54	O=C(CCC(=O)Nc1ccc(F)cc1)N/N=C/c1cc([N+](=O)[O-])ccc1O	58	3	2	20	-6.9	-4.3	-5	3	-7
55	COc1cc(SC)ccc1C(=O)Nc1c(Cl)cncc1Cl	56	6	1	1	-0.7	0.0	4	8	1
56	Cc1cc(Br)c2c(c1)C1(OCCO1)C(=O)N2	44	0	-4	2	-2.9	-1.7	-6	-14	1
57	Cn1nnnc1SCC(=O)N1CCN(c2ccccc2)CC1	10	4	0	1	-2.8	-3.2	-2	-16	-3
58	O=[N+]([O-])c1ccccc1S(=O)(=O)N1CCCCC1	-7	4	0	-25	-5.5	-4.2	-3	3	-5
59	Cc1ccc(SCC(=O)Nc2cccc(C(=O)NC(C)(C)C)c2)cc1	0	6	2	1	-3.1	-8.8	4	-5	7
60	COc1ccc(CNC(=O)CCSc2nc(-c3ccc4c(c3)OCO4)cc(C(F)(F)F)n2)cc1	7	7	3	21	-2.6	-1.4	14	-1	1
